STAT3 activator: STAT3 signaling activation. U3A cells, IL-6 STAT3-luciferase reporter, luminescence; 100% = signal with IL-6 EC80 alone. activation (% of control), % at 5.6 µM. 0.91% of 190,000 active. AID 871;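 active = activation above the screen-wide mean of compound activation plus 3 SD, cut at about 130% in these data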;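 note: 0% = background luminescence of wells with medium and substrate only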
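Material: human STAT1-deficient U3A cells with stable STAT3-luciferase reporter / Probe or stimulus: IL-6 stimulus at 33 ng/mL final / Schedule: 1 h compound pre-exposure, 6 h IL-6 stimulation, 37 °C / Technique: luminescence / Read-out basis: percent of IL-6-only median luminescence / Control set: IL-6-only high control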
TLR4-MyD88 BLA: TLR4-MyD88 interaction inhibition in cells | AID 861 | HeLa CL3-4 TLR4/MyD88 BLA complementation, FRET ratio | 0.18% of 200,000 active | O00206+Q99836 | inhibition, % at 8.4 µM; in the data active = inhibition above about 25%;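 note: 0% = vehicle and 100% = reference inhibitor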
Target sequence (O00206 whole entry, looked up): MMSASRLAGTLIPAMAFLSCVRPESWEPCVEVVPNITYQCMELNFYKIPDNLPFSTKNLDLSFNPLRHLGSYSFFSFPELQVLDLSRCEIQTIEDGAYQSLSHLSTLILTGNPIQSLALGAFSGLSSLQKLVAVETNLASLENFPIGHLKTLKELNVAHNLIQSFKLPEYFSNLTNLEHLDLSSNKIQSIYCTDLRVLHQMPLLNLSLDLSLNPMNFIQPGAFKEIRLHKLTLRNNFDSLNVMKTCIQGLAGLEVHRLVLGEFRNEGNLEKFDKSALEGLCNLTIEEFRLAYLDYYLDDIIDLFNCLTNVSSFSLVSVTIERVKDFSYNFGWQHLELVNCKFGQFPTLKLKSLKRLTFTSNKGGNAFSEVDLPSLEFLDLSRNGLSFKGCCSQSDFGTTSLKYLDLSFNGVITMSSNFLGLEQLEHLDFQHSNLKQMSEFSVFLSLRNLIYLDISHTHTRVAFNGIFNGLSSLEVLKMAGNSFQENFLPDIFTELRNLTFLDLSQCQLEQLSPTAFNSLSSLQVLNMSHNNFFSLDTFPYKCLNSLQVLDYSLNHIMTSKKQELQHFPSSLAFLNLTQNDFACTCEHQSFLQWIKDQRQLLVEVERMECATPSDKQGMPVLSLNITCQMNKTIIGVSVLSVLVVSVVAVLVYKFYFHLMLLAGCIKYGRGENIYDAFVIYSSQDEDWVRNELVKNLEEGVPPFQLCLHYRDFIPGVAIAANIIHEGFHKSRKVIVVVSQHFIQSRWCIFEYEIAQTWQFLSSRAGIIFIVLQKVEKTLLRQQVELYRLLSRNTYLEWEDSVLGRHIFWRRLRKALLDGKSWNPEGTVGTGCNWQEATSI
Target sequence (Q99836 whole entry, looked up): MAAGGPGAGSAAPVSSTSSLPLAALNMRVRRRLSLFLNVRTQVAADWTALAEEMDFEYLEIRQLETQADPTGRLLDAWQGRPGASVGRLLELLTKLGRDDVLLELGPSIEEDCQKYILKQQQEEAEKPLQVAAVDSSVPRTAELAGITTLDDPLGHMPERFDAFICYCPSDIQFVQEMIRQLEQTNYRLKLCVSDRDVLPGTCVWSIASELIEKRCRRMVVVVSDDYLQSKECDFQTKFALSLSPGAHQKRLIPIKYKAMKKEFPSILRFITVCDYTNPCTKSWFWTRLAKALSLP
Diaph act CS: activates diaphorase or chemically reduces, flagging diaphorase assay artifacts; activation factor at 20 µM; Diaphorase/resazurin coupled assay, resorufin fluorescence, 16 min; stronger effect = higher value; 1 = vehicle wells, 0 = NADH-free wells; 0.005% of 190,000 active;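 active = diaphorase activity raised at least twofold by the compound at 20 µM; inactive = activation factor below 2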
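Test system: Clostridium kluyveri diaphorase, purified enzyme; input: enzyme 0.07 U/mL final; buffer or medium: 50 mM HEPES pH 7.4 with 4.542 mM MgCl2, 0.005% Tween 20; also added: 0.114 mM NADH and 0.1 mM resazurin, final amounts; schedule: 16 min enzyme reaction, ambient temperature; technique: fluorescence of resorufin, 544 nm excitation, 590 nm emission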
APP 5UTR inh: APP translation inhibition; SH-SY5Y APP 5'UTR-luciferase reporter, luminescence; inhibition, % at 2 µM; 0.82% of 190,000 active;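 active = inhibition above a set limit, derived from the sample mean plus 3 SD, cut at about 45% in these data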; note: values of inactives mirror those of a sister screen read the other way
G6PDH counter: counter-screen for G6PDH assay hits: L. mesenteroides G6PDH inhibition. Purified L. mesenteroides G6PDH, diaphorase/resazurin coupled fluorescence, 45 min. inhibition, % at 5 µM. 0.12% of 200,000 active. AID 1020; in the data active = inhibition above about 50%
Diaphorase inh: diaphorase inhibition or chemical oxidation counter-screen; diaphorase resazurin-to-resorufin fluorescence, NADH, 16 min; bacterial (C. kluyveri) enzyme, not human; inhibition, % at 20 µM; 0.69% of 190,000 active; AID 1217;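 active = primary screen inhibition at 20 µM above a set limit, cut at about 50% in these data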;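 note: plate controls were DMSO with full reaction for no effect and wells lacking NADH for full effect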
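Test system: bacterial diaphorase enzyme (C. kluyveri); Quantity: 0.14 U/mL diaphorase, enzyme working solution; Times: reaction incubation of 16 min at room temperature; Measured by: fluorescence of resorufin formed from resazurin, Ex 544/Em 590 nm; Benchmarks: positive control minus NADH, DMSO neutral control.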
Hsp70 activator: Hsp70 transcriptional activation, primary screen; HeLa Hsp70 promoter luciferase reporter, luminescence; scaled: vehicle 0, proteasome-inhibitor control 100%; AID 1203; 0.04% of 200,000 active; activation, % at 10 µM;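 active = activation above the mean across all tested compounds plus 3 SD, cutoff set per campaign, cut at about 5.5% in these data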;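 note: 100% = MG132 at 30 µM as the positive control and 0% = DMSO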
STAT1 inh: STAT1 signaling inhibition; NIH 3T3 STAT1-luciferase reporter, IFN-gamma, luminescence; 0.35% of 200,000 active; inhibition, % at 5.5 µM; AID 920;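 active = inhibition above a set limit, the mean inhibition across all tested compounds plus 3 SD, cut at about 34% in these data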;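 note: 0% = IFN-gamma with DMSO and 100% = IFN-gamma with 300 µM nifuroxazide; values of inactives mirror those of a sister screen read the other way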
STAT3 inh: STAT3 signaling inhibition | 0.89% of 190,000 active | inhibition, % at 5.5 µM | U3A cells, IL-6 STAT3-luciferase reporter, luminescence; host cell line lacks STAT1;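 active = inhibition above the mean inhibition across all screened compounds plus 3 SD, cut at about 44% in these data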;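 note: 0% = DMSO only wells and 100% = 100 µM nifuroxazide control wells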
STAT1 activator: activators of IFN-gamma induced STAT1 signaling; 2.6% of 200,000 active; activation (% of control), % at 5.5 µM; NIH 3T3 STAT1-luciferase reporter, luminescence; 100% = IFN-gamma alone, no compound; AID 932;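 active = activation above the screen-wide mean activation plus 3 SD, cut at about 130% in these data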;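 note: raw ratio to IFN-gamma control signal so 100% means no change and 0% no light; values of inactives mirror those of a sister screen read the other way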
Starred values were filed as active, the others as inactive; x = no result given. Random draw from the library, and some 6.1% of all compounds hit somewhere here.

SMILES	STAT3 activator	TLR4-MyD88 BLA	Diaph act CS	APP 5UTR inh	G6PDH counter	Diaphorase inh	Hsp70 activator	STAT1 inh	STAT3 inh	STAT1 activator
COC(=O)C1=C(C)N(c2ccc(C)cc2)/C(=C/c2cccs2)C1=O	94	-6	0.7	-6	-9	33	-0.4	7	13	94
CCOc1cc(Cl)c(NC(=O)CC)cc1OCC	95	-15	1	9	3	0	-0.5	-8	7	107
O=C(NCCc1ccccc1)C1CCC(CNc2c(N3CCCCC3)c(=O)c2=O)CC1 (centres undefined)	99	7	1	-19	18	-4	-0.1	9	0	92
O=C1OC(c2ccc(F)cc2)=C/C1=C\c1ccc([N+](=O)[O-])o1	104	4	0.9	4	14	9	-0.4	-4	-1	102
O=C(CCN1CCOCC1)Nc1ccc2c(c1)CCC2	102	25*	0.9	3	3	5	-0.2	-2	1	102
CC(OC(=O)c1oc2ccccc2c1COc1ccccc1)C(=O)NC(N)=O (centres undefined)	86	5	0.9	9	-2	5	-0.3	-6	20	106
O=C1C2C(C(=O)N1Cc1cccnc1)C1C=CC2C12CC2 (centres undefined)	100	-2	1.1	-15	-3	-6	0.3	3	5	97
CNC(=O)c1c(Cl)cnn1-c1ccc(F)cc1	101	-1	0.9	-8	15	13	0.0	-19	4	116
O=C(COc1ccc(Br)cc1Cl)NC(=O)Nc1ccc2c(c1)OCCO2	108	2	1.1	-64	4	-7	0.6	-12	-6	111
CCN(CCO)c1ccc(NC(=S)Nc2cccc(S(=O)(=O)N(C)C)c2)cc1	100	-7	0.8	-1	5	24	0.3	3	2	97
COc1ccc(Cl)cc1C(=O)Nc1ccc(Br)c(C)n1	118	11	0.9	-69	19	12	0.1	-13	-16	109
CCOC(=O)c1c(NC(=O)CSc2nnc(-c3cccnc3)n2Cc2ccco2)sc(C)c1C	110	2	0.6	-17	9	37	-0.3	-3	-9	103
Cc1ccc2c(CN3CCN(CCO)CC3)cc(=O)oc2c1C	105	4	0.9	21	2	10	-0.2	0	-6	90
Cc1cc(NCCCO)n2c(nc3ccccc32)c1C#N	84	-9	0.8	-4	5	18	0.0	2	22	98
CCN(CC)CCCNc1oc(-c2cccc(Cl)c2)nc1C#N	109	-3	1.1	-11	14	-7	-0.2	-6	-6	106
COc1ccc(/C=N/NC(=O)CSc2nnc(CCCc3ccc(OC)c(C)c3)o2)cc1	103	-7	0.8	7	-31	22	-0.3	-1	-4	101
CCCc1cc(C(=O)NNC(=S)NCC)c2ccccc2n1	89	3	1	-15	3	-1	-0.3	12	16	89
Cc1ccc(NC(=O)CN2C(=O)N/C(=C\c3cccn3-c3cccc(C(=O)O)c3)C2=O)cc1	105	-3	0.9	26	-3	10	-0.2	-6	-5	103
CC1CN(S(=O)(=O)c2cccc3nsnc23)CC(C)O1 (centres undefined)	98	-5	0.9	-12	3	6	-0.1	4	4	97
O=C(CSc1nnc(-c2cccc(S(=O)(=O)N3CCCCC3)c2)o1)c1ccc[nH]1	109	-15	0.8	-16	4	23	-0.2	2	-8	98
O=C(Nc1c(-c2ccccc2)nc2c(Br)cc(Br)cn12)c1ccco1	101	-5	1	-17	0	5	-0.4	3	2	98
O=C(c1cc(C2CC2)on1)N1CCN(c2ccc(F)cc2)CC1	96	-2	0.8	8	21	17	0.0	-6	10	105
O=C(/C=C/c1ccco1)Nc1nnc(-c2ccco2)s1	90	-1	1	-35	8	-1	0.0	-25	14	121
O=C(c1ccc(N2CCCCS2(=O)=O)cc1)N1CCN(c2ccc(N3CCOCC3)nn2)CC1	98	-7	0.9	-4	-16	5	-0.4	-5	1	102
CC(=O)N1CCN(C(=O)CNc2cc(C(F)(F)F)ccc2OCC(F)(F)F)CC1	101	5	0.9	5	-2	10	0.1	5	1	95
O=C(c1cccc(Cl)c1Cl)N1CCN(c2ccccn2)CC1	93	3	1	-1	-16	4	-0.4	1	13	99
COc1ccc(OC)c2[nH]c(=O)c(CCNC(=O)C(=O)c3c(C)[nH]c4ccccc34)cc12	96	-2	0.7	-2	-2	28	-0.2	10	13	91
O=C(COc1ccccc1)Nc1cc(C(F)(F)F)ccc1N1CCCC1	78	-7	0.9	2	12	14	0.0	-4	36	103
CCOC(=O)c1[nH]c(=O)[nH]c1CN(Cc1ccco1)Cc1[nH]c(=O)[nH]c1C(=O)OCC	110	5	1.1	-3	2	-5	0.1	-8	1	107
O=C(C[n+]1ccc(C(=O)N/N=C/c2ccc(Cl)cc2Cl)cc1)c1ccccc1	96	10	0.9	13	4	14	-0.6	2	2	99
COc1ccc(OC)c(N(CC(=O)N2CCC(C)CC2)S(=O)(=O)c2ccccc2)c1	101	5	0.9	-2	2	9	-0.5	6	2	95
C[C@H](NC(=O)c1nc[nH]c1C(=O)NCc1ccccc1)C(=O)OC(C)(C)C	x	12	1	5	11	-2	-0.2	2	x	99
COc1cc(Cl)c(C)cc1NC(=O)CN(C)Cc1cccc(OC)c1OC	91	-2	0.9	1	7	11	0.1	2	13	98
O=C(Cc1cccs1)N(Cc1cccs1)C1(C(=O)NC2CCCCC2)CCCCC1	109	-9	0.9	1	-4	7	-0.6	4	-4	97
CCSc1nnc(CNC(=O)C23CC4CC(CC(C4)C2)C3)n1Cc1ccccc1	105	-8	0.8	-3	0	19	-0.3	7	-7	93
O=C(NCc1ccccc1)NS(=O)(=O)c1ccccc1Cl	93	23	1	6	4	1	-0.1	6	13	96
CC(=O)Nc1ccc(NC(=O)CSc2nnc(C)c(=O)[nH]2)cc1	108	-1	1	7	1	3	-0.1	-1	-10	101
CCOC(=O)C(C(=O)OCC)[C@@H]1CS(=O)(=O)C[C@H]1C(C(=O)OCC)C(=O)OCC	95	8	0.9	-6	4	10	-0.3	3	12	98
COc1ccccc1C1C([N+](=O)[O-])=CC([N+](=O)[O-])=CN1C (centres undefined)	106	2	1	-5	13	4	-0.5	-7	-5	106
Cc1cc(C(=O)N2CCN(c3ccccn3)CC2)c(C)o1	100	2	0.8	7	0	17	-0.2	2	4	97
O=C(CCC(=O)OCc1ccc(C(=O)Oc2ccc(Cl)cc2)cc1)Nc1ccccc1	102	-14	0.9	9	-7	8	-0.5	-4	4	104
CCCCSc1cc(C)nc2ncnn12	101	10	0.9	4	10	14	0.1	-10	5	110
Cc1nn(C(C)(C)C)c(OC(=O)c2cccs2)c1S(=O)(=O)c1ccccc1	126	4	0.9	-2	-1	10	0.0	-32	-25	129*
CC(=O)N1CC=CC1(C)C(=O)O (centres undefined)	97	-5	1	4	16	3	-0.4	-2	1	102
CCn1cc(-c2ccnc3cc(C(=O)O)nn23)c(C)n1	88	-3	0.9	-12	12	9	-0.2	10	21	90
O=C(c1cc2n(n1)C(C(F)(F)F)CC(c1ccc(Cl)cc1)N2)N1CCCC1 (centres undefined)	103	11	0.9	-9	11	7	0.3	-4	1	104
CC(NC(=O)c1ccco1)C(=O)Nc1nc(-c2ccccn2)cs1 (centres undefined)	106	14	0.8	14	8	18	-0.1	-6	1	106
CC(=O)Nc1ccc(NS(C)(=O)=O)cc1	99	8	0.9	-8	0	10	-0.1	-3	-2	103
COc1cc(CNn2cnnc2)ccc1OCC(=O)NC(C)(C)C	98	2	0.9	-14	-7	5	-0.3	10	4	91
O=C(NC1CC1)C1=C[C@H](c2csc3ccccc23)C[C@H](OCCCCO)O1	x	-8	1	-13	0	5	-0.3	0	x	101
(listing goes on)
SMILES	STAT3 activator	TLR4-MyD88 BLA	Diaph act CS	APP 5UTR inh	G6PDH counter	Diaphorase inh	Hsp70 activator	STAT1 inh	STAT3 inh	STAT1 activator
O=C(c1ccccc1)c1cc(Cl)ccc1N1C(=O)C=CC1=O	88	8	0.9	80*	7	11	-0.2	28	20	74
O=C(/C=C/c1ccccc1)NC1CCCc2ccccc21 (centres undefined)	101	-4	0.9	-25	4	7	0.0	-2	1	101
COc1ccc(-c2noc(-c3ccccc3-c3ccccc3)n2)cc1OC	99	7	0.9	-7	-36	9	0.2	-1	3	101
CC(C)CCC1=NN(C(=O)c2ccco2)C(O)(C(F)(F)F)C1 (centres undefined)	101	-11	1.1	20	11	-9	0.4	6	1	93
CC(C)(C)C(=O)Cn1ncc(N2CCCC2)c(Br)c1=O	117	3	0.9	-39	4	9	0.2	-29	-8	126
CCC(C)S(=O)(=O)c1snnc1C (centres undefined)	99	-12	0.9	11	-1	6	-0.2	10	5	90
Cc1c(Cl)cccc1-n1ccnc1SCC(=O)O	104	-8	0.9	6	6	11	-0.3	-1	0	100
Cc1ccc(-c2ccnc(-c3ccc(O)cc3)n2)cc1	89	-5	1	-44	-5	2	-0.1	-46	16	142*
Cc1cc(NC(=O)c2cnccn2)no1	109	6	0.9	2	6	12	-0.2	4	-4	96
CCCCC(=O)NC(=S)Nc1cc(C(=O)O)ccc1OC	98	5	0.9	1	8	14	-0.4	7	4	94

One compound at a time, as listed above. Order of values: STAT3 activator, TLR4-MyD88 BLA, Diaph act CS, APP 5UTR inh, G6PDH counter, Diaphorase inh, Hsp70 activator, STAT1 inh, STAT3 inh, STAT1 activator
Record of CC(=O)Nc1ccc(NS(C)(=O)=O)cc1 → 99, 8, 0.9, -8, 0, 10, -0.1, -3, -2, 103
Record of O=C1C2C(C(=O)N1Cc1cccnc1)C1C=CC2C12CC2 (centres undefined) → 100, -2, 1.1, -15, -3, -6, 0.3, 3, 5, 97
Record of CCn1cc(-c2ccnc3cc(C(=O)O)nn23)c(C)n1 → 88, -3, 0.9, -12, 12, 9, -0.2, 10, 21, 90
Record of O=C(NC1CC1)C1=C[C@H](c2csc3ccccc23)C[C@H](OCCCCO)O1 → x, -8, 1, -13, 0, 5, -0.3, 0, x, 101

Remaining list, next part
SMILES	STAT3 activator	TLR4-MyD88 BLA	Diaph act CS	APP 5UTR inh	G6PDH counter	Diaphorase inh	Hsp70 activator	STAT1 inh	STAT3 inh	STAT1 activator
O=c1c2ccccc2nc(-c2ccc(Br)cc2)n1Cc1ccccc1	95	-3	0.8	-15	7	16	-0.2	0	12	100
O=C(CSc1nc2ccccc2o1)Nc1nncs1	94	-5	0.9	x	9	7	-0.1	3	6	98
CSc1ncc(C(C)=O)c(C)n1	106	-5	1	-1	1	-2	0.1	-3	-4	101
Cn1c(CNC(=O)c2ccco2)nnc1SCC(=O)Nc1cccc(Br)c1	101	7	0.9	-4	15	8	0.3	0	2	100
C=CCNC(=O)c1ccc(-c2nc(-c3ccc(Cl)c(Cl)c3)cs2)cc1	88	-11	1	1	2	2	-0.4	5	21	96
O=C(Nc1cccc(Br)c1)c1ccc2nc(N3C(=O)CCC3=O)sc2c1	98	-5	0.9	-14	4	10	-0.3	-5	8	105
COC(=O)c1ccccc1NC(=O)c1cnn2c(C(F)F)cc(C3CC3)nc12	103	-5	1	6	-34	-3	-0.2	-3	1	103
CCN(CC)c1ccc2c(c1)OC(N)=C(C#N)C2c1cccnc1 (centres undefined)	106	7	0.9	94*	5	9	0.8	13	0	88

Source: PubChem
